# HEK293 NOD2/NF-kB: inhibition of NOD2-driven NF-kB reporter – cell-based, luminescence, uHTS, HEK293 (AID 1566) | inhibition, % at 4 µM; hits with a dose series show EC50 in µM | HEK293 NOD2/NF-kB luciferase reporter, luminescence; higher % means a stronger effect | hit rate 0.63% among 290,000; further: many of its hits are not listed in these tables
# NOD1 inhibition: NOD1 signaling inhibitors, primary screen, cell-based, luminescence, uHTS (AID 1578). NOD1-driven NF-kB luciferase reporter cells, luminescence; higher % means a stronger effect. inhibition, % at 4 µM, or EC50 in µM where a hit was titrated. hit rate 1% among 290,000; in the data active means inhibition mostly above about 36%, no sharp cut-off; inactive means mostly below about 34%;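 further: HEK-293T reporter cells stimulated with the NOD1 agonist gamma-tri-DAP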
# T cell modulator: modulates CD8 T cell binding to vesicles; calls only at 7 µM; hit rate 0.068% among 330,000; AID 2052; 2C CD8+ T cell-vesicle binding, flow cytometry; active compounds read low;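 active means response, share of CD8 T cells binding vesicles, and their 90th percentile fluorescence all below set limits, cut at about 80% in these data, passing the limit was not always enough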
#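 incubation = binding step 1.5 h, 37 °C, antibody labelling 20 min, ice | test system = 2C mouse CD8+ T cells | read-out basis = percent CD8+ FL2 mean versus row control | controls = Peptide-free naked vesicles (low) and QL9 vesicles with 0.7% DMSO vehicle (high) | detection = flow cytometry of vesicle-bound cells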
# KOR beta-arrestin-1: kappa opioid receptor blockers – cell-based, luminescence, uHTS (AID 1778); inhibition, % at 10 µM, or IC50 in µM where a hit was titrated; KOR beta-arrestin recruitment, luminescence, antagonist mode; higher % means a stronger effect; hit rate 0.091% among 290,000; further: strong numbers were not always called active
# GPR55 antagonists: inhibition of LPI-stimulated GPR55 beta-arrestin translocation – imaging, U2OS, beta-arrestin-GFP, LPI agonist, primary screen (AID 2013). one-dose inhibition, % at 10 µM; IC50 in µM for titrated hits. U2OS GPR55 beta-arrestin-GFP translocation imaging, LPI antagonism; higher % means a stronger effect. hit rate 0.13% among 290,000;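 active means spots per cell inhibited over 60%, with over 100 cells counted and total cytoplasm intensity under 500,000; inconclusive means wells with under 100 cells, flagged as likely toxic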;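 further: U2OS cells stably carrying GPR55 and arrestin-GFP stimulated by 5 µM LPI near EC80; imaged beta-arrestin-GFP aggregate spots per cell after agonist stimulation; plate controls were LPI-stimulated DMSO wells for no effect and DMSO wells without LPI for full effect; some results filed as inactive read as strong as hits; confirmed hits need IC50 under 10 µM and bright autofluorescent wells are also inconclusive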
# GPR55 beta-arrestin: GPR55 agonists via beta-arrestin recruitment, primary screen, imaging, U2OS cells, beta-arrestin-GFP redistribution (AID 1961); U2OS GPR55 beta-arrestin-GFP redistribution imaging; higher % means a stronger effect; activation, % at 10 µM; hits with a dose series show EC50 in µM; hit rate 0.048% among 290,000;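 active means activation above 40% with more than 50 cells counted in the well; inconclusive means wells holding fewer than 50 cells, flagged as toxic or sparse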;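 further: U2OS osteosarcoma cells stably expressing GPR55 and beta-arrestin-GFP; plate controls were DMSO negative control for no effect and LPI positive control for full effect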
# Myeloid diff 2: compounds promoting myeloid differentiation; ER-HoxA9 myeloid progenitors, lysozyme-GFP differentiation, flow cytometry; hit rate 1% among 360,000; calls only at 10 µM;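 active means normalized GFP-positive differentiation at or above the plate's own cutoff, the solvent-only control mean plus 3 SD; inconclusive means no clear call, values can overlap the other calls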;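 further: cells exposed to compound for four days before flow analysis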
# KOR beta-arrestin-2: kappa opioid receptor activators – cell-based, luminescence, uHTS, primary screen (AID 1777); KOR beta-arrestin recruitment, luminescence; higher % means a stronger effect; activation, % at 10 µM, or EC50 in µM where a hit was titrated; hit rate 0.02% among 280,000; in the data active means activation above about 50%, passing the limit was not always enough; further: a part of the inactive calls stands beside numbers as strong as those of hits
# NTR1 agonist: NTR1-driven beta-arrestin-GFP spot formation – imaging, U2OS cells, high content, primary screen (AID 493036); P30989; hit rate 0.17% among 330,000; agonist mode; activation, % at 20 µM;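 active means activation at or above 40% of the spot to cytoplasm intensity ratio, with at least 20 cells analyzed; inconclusive means wells under 20 cells, flagged as cytotoxic or low count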;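 further: 0% = DMSO without peptide and 100% = 100 nM NTR1 peptide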
# Target sequence (P30989 whole entry, looked up): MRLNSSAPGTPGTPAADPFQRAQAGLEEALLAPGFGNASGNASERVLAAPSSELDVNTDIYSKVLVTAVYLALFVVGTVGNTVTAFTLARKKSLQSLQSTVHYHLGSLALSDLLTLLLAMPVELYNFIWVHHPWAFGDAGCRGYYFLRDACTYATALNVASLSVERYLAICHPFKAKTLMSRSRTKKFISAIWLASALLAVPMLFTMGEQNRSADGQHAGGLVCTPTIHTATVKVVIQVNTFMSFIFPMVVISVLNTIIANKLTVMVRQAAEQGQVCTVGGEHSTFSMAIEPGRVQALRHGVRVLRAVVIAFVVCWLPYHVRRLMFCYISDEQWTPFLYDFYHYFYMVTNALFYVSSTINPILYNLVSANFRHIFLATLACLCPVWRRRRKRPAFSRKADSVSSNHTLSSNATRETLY
# T cell modulator vesicle-bound %: further read-out of T cell modulator, marked with its call; double positive events, %; measured here: CD8+ vesicle-bound cell fraction;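 binding gate set so that unloaded-vesicle control wells show 10% double positive cells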
# NTR1 agonist cell count 20 µM: second read-out of NTR1 agonist, no call of its own (marks repeat the call); cell count; measured here: cell count, cytotoxicity flag
# Myeloid diff 2 GFP+ MAC1+ %: also measured in Myeloid diff 2; calls as there; GFP+ MAC1+ double positive, %; measured here: differentiation confirmed by MAC1 staining
# * hit, by the source's call; i = inactive; ? = inconclusive; · = not tested or not shown; + = active, no number; [ ] = remark or other dose. Unless noted, no stated cut-off is given here; in the data, active means inhibition above about 50%; inactive means the rest. Not all compounds are listed, so the mix of outcomes need not match the whole.
# Results follow in this order: HEK293 NOD2/NF-kB | NOD1 inhibition | T cell modulator | T cell modulator vesicle-bound % | KOR beta-arrestin-1 | GPR55 antagonists | GPR55 beta-arrestin | Myeloid diff 2 | Myeloid diff 2 GFP+ MAC1+ % | KOR beta-arrestin-2 | NTR1 agonist | NTR1 agonist cell count 20 µM
CN1c2ccc([N+](=O)[O-])cc2CC2(C(=O)NC(=O)N(c3ccc(Br)cc3)C2=O)C1c1ccccc1 (stereo not given)
→ 18.7% | -1.1% | i | 44.1 | 28.9% | -1.3% | 0.2% | i | 0.5 | -4.7% | 7.4 | 50
Cc1ccc(S(=O)(=O)N(c2cc(Cl)c(O)c(Cl)c2)P(=O)(OC(C)C)OC(C)C)cc1
→ 6.0% | -41.8% | i | 30.1 | 5.2% | 9.3% | -0.5% | i | 0.6 | 1.1% | 0.6 | 54
CN1C(=O)N(C)C(=O)C2(Cc3ccccc3N3CCOCC32)C1=O (stereo not given)
→ 6.3% | · | i | 39.2 | -36.2% | 5.6% | 0.2% | i | 0.4 | -1.2% | -2.2 | 93
O=C(c1cccc(C(F)(F)F)c1)C1CCCN(Cc2ccccc2O)C1 (stereo not given)
→ 6.5% | -18.3% | i | 21.4 | 18.1% | 3.9% | 0.6% | i | 0.2 | 1.2% | -0.9 | 37
COc1ccc(CN2CCCC(C(=O)c3ccc(Cl)cc3)C2)c(OC)c1 (stereo not given)
→ 1.9% | -0.1% | i | 58.6 | -27.1%[20 µM] | 21.3% | 1.1% | i | 0.5 | -6.9% | -0.1 | 63
O=C1CC(=O)N(c2ccc(Cl)cc2Cl)C(=O)N1
→ 10.5% | 10.0% | i | 50.0 | 19.1% | 9.7% | 0.1% | i | 0.9 | 11.7% | -0.4 | 93
O=C1NC(=O)N(Cc2ccccc2)C(=O)/C1=C/c1cnc(-c2ccccc2)nc1
→ 12.1% | 4.4% | i | 26.0 | 35.2% | 18.8% | 0.1% | i | 0.3 | 0.2% | -0.6 | 89
COc1cc(CC2C(=O)N(C)C(=O)N(C)C2=O)ccc1OCc1ccccc1
→ -13.4% | -15.9% | i | 19.8 | 24.4% | 5.2% | -0.2% | i | 4.9 | -6.3% | 2.2 | 49
O=C(/C=C/c1c[nH]c2ccccc12)c1c(O)n(CCc2ccccc2)c(=O)[nH]c1=O
→ -8.9% | 3.8% | i | 48.1 | 16.0% | ? | -0.1% | + | 21.5* | 2.3% | -1.3 | 58
CSCCC(NC(=O)CCC(=O)OC1CC[C@H]2[C@@H]3CC[C@H]4CC(=O)CC[C@]4(C)[C@H]3CC[C@]12C)C(=O)O (stereo not given in full)
→ 9.8% | -5.0% | i | 20.7 | -52.0% | 0.9% | 0.3% | i | 0.6 | 5.3% | 0.2 | 81
O=C(c1cc(-c2cccnc2)nc2ccccc12)N1CCC2(CC1)OCCO2
→ -1.3% | -22.9% | i | 19.0 | -13.3% | 6.6% | 0.0% | i | 0.4 | 1.2% | 1.1 | 71
C[C@]12CCC(=O)C=C1CC[C@@H]1C2CC[C@]2(C)C(=O)CCC12 (stereo not given in full)
→ -5.6% | -9.2% | i | 60.5 | -33.4% | 3.3% | 0.0% | i | 0.8 | 3.2% | -0.2 | 104
Cc1ccc2c(c1)C1CN(C)CCC1N2C(=O)/C(C#N)=C/c1ccc2c(c1)OCO2 (stereo not given)
→ -3.8% | -6.9% | i | 24.7 | · | 13.1% | 0.4% | i | 0.4 | · | 1.6 | 50
COc1ccc(CCNCc2cccn2C)cc1OC
→ 4.0% | -21.5% | i | 49.4 | -8.3% | -3.9% | -0.1% | i | 0.4 | -1.9% | 2.5 | 56
COC(=O)Cn1cc(C=C2C(=O)N(C)C(=O)N(C)C2=O)c2ccccc21
→ 5.3% | 0.2% | i | 46.2 | -33.1%[20 µM] | 3.9% | 0.7% | · | · | 1.3% | 0.2 | 55
CC1CCCCC1NC1CCN(C)CC1 (stereo not given)
→ -9.4% | -36.1% | i | 63.0 | -18.5% | 11.6% | -0.2% | i | 0.7 | -0.7% | 1.3 | 59
CN(C)C(=O)Oc1ccc2c(c1)O/C(=C\c1ccccc1)C2=O
→ -65.5% | -18.5% | i | 33.3 | 23.8% | 2.6% | 0.3% | i | 0.2 | -3.9% | 0.3 | 84
Cc1cc(OCC(=O)N2CCCN(C)CC2)ccc1Cl
→ 27.6% | -38.9% | i | 18.2 | 19.2% | 7.6% | -0.2% | i | 2.2 | -2.1% | -0.2 | 60
CCCCCCn1c(O)c(C=NCCN2CCOCC2)c(=O)[nH]c1=O
→ 2.3% | -32.1% | i | 0.0 | 6.4% | 5.8% | -0.2% | i | 0.0 | -1.5% | -1.3 | 101
O=C1NC(=O)N(Cc2ccc(F)cc2)C(=O)/C1=C/c1cccs1
→ 2.9% | 0.4% | i | 34.7 | -94.9% | 59.9% | 1.7% | i | 1.3 | 2.0% | 52.6* | 58*
CC(C(=O)O)N(C(=O)c1ccccc1)c1ccc(F)c(Cl)c1 (stereo not given)
→ -3.1% | -13.8% | i | 24.6 | -25.3%[20 µM] | 13.0% | 0.3% | i | 0.0 | 0.1% | -0.7 | 48
O=C(NCCN1CCOCC1)c1ccc(Cl)nc1
→ 7.0% | -2.0% | i | 54.5 | 9.8% | 1.0% | -0.1% | i | 0.2 | 3.4% | 5.0 | 46
Cn1c(O)c(C=NC2CCCCCC2)c(=O)[nH]c1=S
→ 13.4% | -15.8% | i | 38.2 | 2.1%[20 µM] | -5.6% | 0.2% | i | 0.3 | -0.5% | -0.1 | 84
O=c1c2ccccc2nc(-c2ccccc2)n1-n1cccc1
→ 2.7% | -29.6% | i | 45.1 | -0.9% | 13.7% | -0.2% | i | 0.2 | -5.5% | 2.1 | 40
Clc1ccc(CN2CCNCC2)cc1
→ -8.7% | -28.3% | i | 55.1 | 11.6% | 3.8% | -0.1% | i | 0.7 | -0.4% | -0.5 | 48
COc1ccc2nc(/N=C/c3c(O)n(-c4cccc(Cl)c4)c(=O)[nH]c3=O)sc2c1
→ -25.1% | -11.4% | i | 55.9 | -23.5% | -7.6% | 0.0% | i | 1.3 | 2.9% | 0.0 | 59
CCC(=NCCCN1CCOCC1)c1c(O)n(-c2ccccc2C)c(=O)[nH]c1=O
→ 19.2% | 0.0% | i | 48.8 | -2.7% | 2.0% | -0.1% | i | 0.3 | -0.1% | -1.1 | 47
Cc1ccc(C)c(CN2CCC(n3nnc4cc(F)ccc43)CC2)c1
→ -24.1% | -3.8% | i | 24.2 | · | -13.1% | 0.4% | i | 9.6 | · | 1.7 | 49
CC(=O)CC(=O)C1C(=O)N(C)C(=O)N(C)C1=O
→ 4.1% | -33.0% | i | 43.7 | -3.5% | -5.2% | -0.3% | i | 0.3 | -0.5% | 0.3 | 56
CCN1CCN(Cc2cc(Br)cc(Br)c2O)CC1
→ -9.2% | -0.8% | i | 42.3 | -48.3% | -10.3% | 0.3% | i | 0.3 | 1.7% | -1.1 | 83
CCCCn1c(=O)c(C=Nc2cccnc2Cl)c(O)n(CCCCl)c1=O
→ 14.0% | -29.1% | i | 56.2 | 19.1% | 9.7% | -0.4% | i | 0.1 | 3.9% | -1.6 | 76
CC(=NCCc1c[nH]c2ccccc12)c1c(O)n(Cc2ccccc2)c(=O)[nH]c1=O
→ -9.4% | -7.4% | i | 59.4 | 24.9% | -9.5% | -0.3% | i | 1.0 | 2.1% | 13.6 | 45
CCOC(=O)C1CCN(/C=C2\C(=O)NC(=S)N(CC)C2=O)CC1
→ 2.9% | -7.8% | i | 59.1 | -2.0%[20 µM] | 0.0% | 0.3% | i | 0.6 | -4.4% | -0.2 | 78
Cc1cccnc1NC1=NCC(C)S1 (stereo not given)
→ 8.9% | -4.7% | i | 25.9 | -2.4% | 20.4% | -0.2% | i | 1.1 | -2.2% | -0.1 | 84
O=C(O)Cn1cc(/C=C2\C(=O)NC(=O)N(c3ccc(F)cc3)C2=O)c2ccccc21
→ 2.5% | 18.3% | i | 60.5 | -10.5% | -3.5% | 0.2% | · | · | 2.0% | -0.6 | 54
Cc1cc(Br)c(NC(=O)CN2CC=C(c3ccccc3)CC2)c(Br)c1
→ 2.2% | -20.3% | i | 44.3 | -10.8% | -3.9% | -0.2% | i | 0.4 | -4.2% | 3.3 | 45
Cc1nc2ccccc2c(=O)n1-c1cccc(O)c1
→ 6.7% | 2.4% | i | 31.5 | 21.9% | -8.4% | -0.1% | i | 0.8 | -1.7% | -0.6 | 61
CC(=O)OC1CC[C@]2(C#N)[C@H]3CC[C@]4(C)[C@H](C5C=CC(=O)O5)CCC4(O)C3CCC2(O)C1 (stereo not given in full)
→ 75.0%* | 11.0% | i | 34.6 | -122.3% | -11.5% | -0.1% | i | 0.4 | 2.6% | -0.4 | 98
CC(=NCc1ccco1)c1c(O)n(-c2ccc(Cl)cc2)c(=O)[nH]c1=O
→ 5.1% | -7.0% | i | 58.7 | 16.9% | -7.0% | -0.3% | i | 0.6 | 1.7% | 2.6 | 58
Cn1c(O)c(C=NCCN2CCNCC2)c(=O)[nH]c1=O
→ 3.8% | -6.2% | i | 46.1 | 11.0% | -4.5% | 0.8% | i | 0.4 | 1.2% | 0.0 | 55
O=c1[nH]c(=O)n(Cc2ccco2)c(O)c1C=NC1CC1
→ -2.3% | 5.9% | i | 30.7 | -8.8% | -3.2% | 0.2% | i | 2.0 | 0.6% | 2.1 | 53
COC(=O)c1ccc(N2C(=O)CC(N3CCC(n4c(=O)[nH]c5ccccc54)CC3)C2=O)cc1 (stereo not given)
→ -2.0% | -16.0% | i | 59.7 | · | -12.5% | -0.2% | i | 1.5 | · | 1.4 | 51
CC(=NCCCN1CCOCC1)c1c(O)n(Cc2ccccc2)c(=O)[nH]c1=O
→ -0.3% | -12.6% | i | 19.5 | -35.6% | -4.8% | -0.2% | i | 0.4 | 6.6% | -1.7 | 70
COc1ccc(CC2(CCc3ccccn3)C(=O)NC(=O)N(c3ccccc3C)C2=O)cc1OC (stereo not given)
→ 13.8% | -51.9% | · | · | -11.9%[20 µM] | 13.3% | -0.1% | i | 0.7 | · | -0.6 | 51
CN(C)c1ccc(/C=C2\C(=O)NC(=O)N(CCc3ccc(F)cc3)C2=O)cc1
→ -3.7% | -10.8% | i | 48.1 | -11.1% | 4.5% | 10.0% | i | 0.9 | 0.0% | 0.8 | 56
CC(Cc1ccccc1Sc1ccc(O)cc1)N(C)C (stereo not given)
→ 10.5% | -34.2% | i | 32.9 | 19.6% | -18.4% | -0.2% | i | 0.6 | 10.6% | -1.1 | 36
